High-throughput results: PubChem, NMMLSC
Bfl-1 Bim block: inhibitors of Bim binding to Bfl-1, primary screen, biochemical, multiplexed, bead-based flow cytometry; Bim-Bfl-1 binding inhibition; inhibition, % at 10 µM; 0.12% of 190,000 active; AID 1008, 2008;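 note: 0% = wells without compound plus tracer and 100% = blocker peptide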
Bcl-B Bim block: inhibitors of Bim-Bcl-B binding, primary screen, biochemical, multiplexed, human Bcl-2 family. bead-based flow cytometry, Bim peptide-Bcl-B binding. inhibition, % at 10 µM. Bcl-2-like protein 10 (Homo sapiens), Q9HD36. AID 951, 2007. 0.073% of 190,000 active;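 note: 0% = tracer peptide without compound and 100% = reference inhibitor peptide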
Target sequence (Q9HD36 whole entry, looked up): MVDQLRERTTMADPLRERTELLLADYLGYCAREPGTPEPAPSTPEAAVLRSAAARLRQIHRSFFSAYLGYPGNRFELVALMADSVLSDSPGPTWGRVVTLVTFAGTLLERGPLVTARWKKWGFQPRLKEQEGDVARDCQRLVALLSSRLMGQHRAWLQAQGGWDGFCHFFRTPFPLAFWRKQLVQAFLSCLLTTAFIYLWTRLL
Bcl-W Bim block: inhibitors of Bim binding to Bcl-W, primary screen, biochemical, multiplexed, bead-based flow cytometry | inhibition, % at 10 µM | AID 952, 2007 | Bim peptide-Bcl-W binding | Bcl-2-like protein 2 (Homo sapiens), Q92843 | 0.02% of 190,000 active;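 note: 0% = bound tracer without compound and 100% = peptide blocker; higher means less fluorescent Bim peptide bound to Bcl-W beads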
Target sequence (Q92843 whole entry, looked up): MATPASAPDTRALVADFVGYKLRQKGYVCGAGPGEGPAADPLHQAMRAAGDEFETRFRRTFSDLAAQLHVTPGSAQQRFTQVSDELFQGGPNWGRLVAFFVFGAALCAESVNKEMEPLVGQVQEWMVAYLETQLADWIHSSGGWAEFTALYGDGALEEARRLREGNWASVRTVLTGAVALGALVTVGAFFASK
Bim-Bcl-2: inhibitors of Bim-Bcl-2 binding, primary screen, biochemical, multiplexed, human Bcl-2 family. Bead-based flow cytometry, Bim peptide-Bcl-2 binding. inhibition, % at 10 µM. 0.06% of 190,000 active. AID 950, 2007; in the data active = inhibition above about 40%; inconclusive = no clear call, values can overlap the other calls;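 note: 0% = no compound wells with probe peptide and 100% = reference peptide inhibitor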
Target sequence (P10415 whole entry, looked up): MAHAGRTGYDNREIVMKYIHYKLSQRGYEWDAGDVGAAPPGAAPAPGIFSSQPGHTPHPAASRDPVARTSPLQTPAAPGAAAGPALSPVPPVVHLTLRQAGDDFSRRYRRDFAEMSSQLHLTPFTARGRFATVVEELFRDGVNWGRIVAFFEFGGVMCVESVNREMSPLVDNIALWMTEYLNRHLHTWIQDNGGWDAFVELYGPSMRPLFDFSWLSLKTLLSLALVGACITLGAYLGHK
GSH fluor: compound fluorescence on glutathione beads, profiling panel, artefact control, biophysical, 488/530 nm, flow cytometry; 0.25% of 190,000 active; GSH beads flow cytometry, compound fluorescence 488/530 nm; hits give high values; fluorescence (KMESF) at 10 µM; in the data active = fluorescence above about 89;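 note: glutathione beads carrying GST-tagged Bcl family fusion proteins plus one bare bead set; values are compound well signal with DMSO vehicle wells as background; inactives centre near 16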
RGS8-Gao: RGS8-Galphao binding modulators, primary screen, biochemical, multiplexed bead flow cytometry | 0.34% of 220,000 active | actives lie on both sides | response (percent of control binding), % at 10 µM | Guanine nucleotide-binding protein G(o) subunit alpha (Homo sapiens), P09471; in the data active = response below about 60% or above about 140%; inactive = in between;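 note: Galphao activated as the GDP aluminium fluoride complex binding bead-coupled RGS8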
Target sequence (P09471 whole entry, looked up): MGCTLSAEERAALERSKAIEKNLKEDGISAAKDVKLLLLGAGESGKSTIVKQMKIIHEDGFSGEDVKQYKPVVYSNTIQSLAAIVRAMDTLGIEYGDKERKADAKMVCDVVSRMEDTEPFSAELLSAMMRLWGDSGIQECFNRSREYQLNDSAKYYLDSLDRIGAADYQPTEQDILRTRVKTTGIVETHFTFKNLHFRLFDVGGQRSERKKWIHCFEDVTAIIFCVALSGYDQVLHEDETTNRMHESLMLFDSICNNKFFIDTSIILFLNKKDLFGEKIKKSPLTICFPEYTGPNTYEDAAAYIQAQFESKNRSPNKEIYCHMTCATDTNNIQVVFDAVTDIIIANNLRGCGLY
ABCG2 inh: ABCG2 efflux pump inhibitors, primary screen, multiplex with ABCB1, IgMXP3 cells, flow cytometry. Broad substrate specificity ATP-binding cassette transporter ABCG2 (Homo sapiens), Q9UNQ0. 0.1% of 190,000 active. JC-1 efflux. AID 1325, 2008. inhibition, % at 6.6 µM;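 active = inhibition above 80%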;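 note: 0% = DMSO and 100% = nicardipine control wells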
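test system = two drug-resistant human cell lines, ABCG2 and ABCB1 | amount = 3 million cells/mL final, two lines in 1:1 ratio | reagent = JC-1 transporter substrate | doses = one concentration, 6.6 µM final | incubation = 10 min at 25 °C | signal = flow cytometric JC-1 green MFI at 530 nm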
RGS4-Gao reg: modulators of RGS4 binding to Galphao, primary screen, biochemical, multiplexed bead flow cytometry; actives lie on both sides; binding response (% of control), % at 10 µM; 0.33% of 220,000 active; in the data active = binding response below about 49% or above about 150%; inactive = in between;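 note: fluorescent Galphao activated with aluminum fluoride binding bead-coupled RGS4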
RGS7-Gao reg: RGS7-Galphao binding modulators, primary screen, biochemical, multiplexed bead flow cytometry. Guanine nucleotide-binding protein G(o) subunit alpha (Homo sapiens), P09471. actives lie on both sides. binding response (% of control), % at 10 µM. 0.35% of 220,000 active. AID 1439, 2008; in the data active = binding response below about 49% or above about 150%; inconclusive = no clear call, values can overlap the other calls; inactive = in between;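 note: fluorescent Galphao held in activated GDP-AlF4 state binding bead-coupled RGS7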
Bim-Bcl-XL: inhibitors of Bim-Bcl-XL binding, primary screen, biochemical, multiplexed, bead flow cytometry, human Bcl-XL; Bcl-2-like protein 1 (Homo sapiens), Q07817; Bim peptide-Bcl-XL binding, fluorescence; inhibition, % at 10 µM; 0.04% of 190,000 active; AID 1007, 2008
ABCB1 inh: ABCB1 efflux pump inhibitors, primary screen, cell-based, multiplex, flow cytometry, ABCG2 counter-screen. ATP-dependent translocase ABCB1 (Homo sapiens), P08183. CCRF-Adr cells, JC-1 efflux. inhibition, % at 6.6 µM. 0.067% of 190,000 active. AID 1326, 2008; in the data active = inhibition above about 40%;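 note: 0% = vehicle and 100% = reference inhibitor; higher value means more JC-1 retained so stronger ABCB1 efflux block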
* marks the source's active call; other numbers are inactive results; u = inconclusive. Cut-off read from the data, not from the text of the source, unless noted: active = inhibition above about 40%.

SMILES	ABCG2 inh	Bcl-W Bim block	Bcl-B Bim block	RGS7-Gao reg	GSH fluor	Bim-Bcl-2	Bim-Bcl-XL	ABCB1 inh	Bfl-1 Bim block	RGS8-Gao	RGS4-Gao reg
Cc1cc(NC(=O)CSc2nnc(-c3cccnc3)n2N)no1	-2.1	-4.0	-3.0	103.5	25	-4.0	-6.0	-0.6	-1.0	104.5	105.0
O=[N+]([O-])c1ccccc1-c1cc(-c2cc(Cl)ccc2O)n[nH]1	5.8	-2.0	-11.0	99.0	15	-7.0	-5.0	0.4	-12.0	100.0	98.3
O=C(c1cccnc1)N1CCN(Cc2cccc(F)c2)CC1	0.1	1.0	0.0	96.9	19	-1.0	2.0	-0.4	0.0	97.1	100.3
N#CC1=C2SCN(Cc3ccccc3)CN2C(=O)CC1c1ccc2c(c1)OCO2 (stereo not given)	-0.7	4.0	-16.0	113.5	10	-5.0	-3.0	-0.2	14.0	89.1	99.2
O=C(Nc1nc2ccc(S(=O)(=O)N3CCCCC3)cc2s1)c1ccncc1	2.2	0.0	0.0	101.2	22	0.0	-5.0	-0.1	-2.0	91.1	92.2
CC(C)(C)c1[nH]nc2c1C(c1ccoc1)C(C#N)=C(N)O2 (stereo not given)	0.2	-3.0	-2.0	101.7	25	-5.0	-2.0	-0.1	-1.0	95.3	95.9
COc1ccccc1C1=Nn2c(COc3ccccc3)nnc2SC1	1.3	-12.0	-55.0	u	14	-6.0	-20.0	0.0	26.0	86.0	95.2
O=C(Nc1ccccc1)c1ccc(=O)n(Cc2cccc(Cl)c2)c1	1.5	2.0	-6.0	97.2	22	1.0	-5.0	0.6	-3.0	99.3	94.9
O=C1c2ccc3c4c(ccc(c24)C(=O)N1c1cccc(O)c1)CC3	0.4	-1.0	-3.0	97.1	10	1.0	0.0	0.3	-2.0	95.7	96.0
Cc1ccc(SCC(=O)NCC2CCCO2)cc1 (stereo not given)	10.3	-4.0	-7.0	97.1	13	-6.0	-4.0	1.3	-12.0	101.8	96.9
O=C(c1cn(-c2ccccc2)nc1-c1ccccc1)N1CCN(c2ccccn2)CC1	9.1	3.0	-3.0	89.0	14	0.0	0.0	25.1	-3.0	92.7	93.6
COc1ccc(OC)c(S(=O)(=O)N2CCC(C(=O)N3CCOCC3)CC2)c1	1.5	-1.0	-1.0	89.0	12	-4.0	0.0	0.4	-7.0	93.8	93.4
Cc1ccc2cc(C#N)c(SCC(=O)N3CCCc4ccccc43)nc2c1	0.7	-6.0	-10.0	98.2	18	-7.0	-12.0	0.1	-11.0	102.9	100.3
CCOc1ccccc1CN1CCN(Cc2csc(C(C)=O)c2)CC1CCO (stereo not given)	4.1	-2.0	-4.0	103.8	10	-8.0	-4.0	2.6	-11.0	102.0	100.9
COC(=O)C(Cc1cnc(Cl)s1)(C(=O)OC)c1ccc([N+](=O)[O-])cc1	2.1	2.0	-5.0	97.2	38	-6.0	0.0	0.1	-7.0	101.5	97.8
CNC(=O)CSc1nnnn1-c1ccc2c(c1)OCCO2	0.0	1.0	-2.0	102.1	16	10.0	0.0	0.1	5.0	101.3	97.9
CCCc1nc(NCc2ccccc2)c(C#N)c2c1CCCC2	4.7	-1.0	-4.0	97.1	7	-2.0	-6.0	0.9	-1.0	98.9	100.2
CCOC(=O)C(/C(N)=N/C(=O)Nc1ccccc1)=C(\C)O	1.0	-2.0	-3.0	101.3	6	-1.0	-4.0	-0.1	-4.0	102.3	99.4
O=c1c2ccccc2oc2nc3n(c(=O)c12)CCCS3	0.8	1.0	3.0	100.0	10	-4.0	8.0	0.1	0.0	101.0	102.8
O=C(CN1CCN(c2ccc(O)cc2)CC1)Nc1cc([N+](=O)[O-])ccc1Cl	30.3	-3.0	-8.0	99.9	8	-2.0	-9.0	0.0	6.0	98.2	96.5
Cc1nn(Cc2ccccc2Cl)c(C)c1NC(=O)c1nc2ncccn2n1	-0.7	-6.0	-5.0	103.5	12	-3.0	-7.0	0.1	-2.0	110.1	104.9
COc1ccc(C(=O)N/N=C/c2cc3ccccc3[nH]c2=O)cc1	0.1	5.0	2.0	104.0	25	0.0	1.0	-0.3	0.0	102.3	100.4
COc1ccccc1N=c1oc2c(OC)cccc2cc1C(=O)NCc1ccco1	1.1	0.0	3.0	93.5	16	0.0	-1.0	0.1	0.0	98.0	97.7
O=C(c1cccc(F)c1)N1CCN(Cc2ccco2)CC1	-0.3	4.0	-5.0	135.2	42	-5.0	5.0	0.0	-8.0	130.6	133.6
Cc1cc(Br)ccc1OCC(=O)N1CCCCCC1	1.2	0.0	0.0	115.3	15	-1.0	-1.0	0.3	-5.0	120.1	114.8
N=c1c2c(n(Cc3ccc(F)cc3)c3c1CCC3)CCC2	0.0	-1.0	1.0	99.4	5	6.0	-2.0	0.0	6.0	90.6	105.4
Cc1cc(C(=O)Cn2cncn2)c(C)n1CCc1ccc(F)cc1	5.9	-1.0	-2.0	100.3	19	-2.0	-2.0	1.1	-2.0	101.5	101.7
CC(=O)NC1=NN(C(C)=O)C(C)(c2ccc(Cl)s2)S1 (stereo not given)	0.5	-3.0	0.0	97.0	23	-21.0	-8.0	0.5	2.0	93.0	99.7
O=C1CC(c2ccc(F)cc2)CC2=C1C=Nc1ccccc1N2 (stereo not given)	2.3	-4.0	-7.0	103.5	13	-7.0	-4.0	0.4	-12.0	105.2	102.1
CC(C)(C)NC(=O)NC(=O)CN1CCCCC1	0.6	-2.0	-6.0	103.8	10	-4.0	0.0	0.3	-3.0	100.9	100.9
CCOc1ccc(NC(=S)NN2C(C)CCCC2C)cc1 (stereo not given)	0.6	-2.0	-4.0	104.2	9	1.0	-5.0	0.1	15.0	104.9	100.1
Cc1ccc(O)c(NC(=O)c2noc3c2CCc2ccccc2-3)c1	11.5	-1.0	-2.0	103.0	70	0.0	-3.0	0.9	0.0	103.7	104.3
CCCCNC(=O)CSc1nc2ccsc2c(=O)n1C1CCN(C(=O)OCC)CC1	3.8	-2.0	-13.0	98.5	22	-12.0	-10.0	1.6	-23.0	101.8	98.0
COC(=O)C1=NNC2C(=O)N(C3CCCCC3)C(=O)C12 (stereo not given)	1.2	-1.0	-3.0	103.0	14	-5.0	-5.0	0.2	-7.0	100.6	99.9
COc1cc(C2NC(=O)N(C)C3=C2C(=O)CCC3)cc(OC)c1OC (stereo not given)	-2.3	-2.0	4.0	99.7	28	4.0	2.0	0.1	13.0	100.7	101.8
COc1ccc(OCC(O)CON2C(=O)c3ccccc3C2=O)cc1 (stereo not given)	-1.1	0.0	-10.0	103.3	23	-7.0	-5.0	0.0	-11.0	105.4	102.0
O=C(CCNc1ccc(Cc2ccncc2)cc1)c1cccc([N+](=O)[O-])c1	1.9	3.0	7.0	105.0	9	6.0	1.0	1.0	3.0	104.5	102.2
CN(C)c1nc(N/N=C/c2ccccc2O)nc(Nc2ccc(F)cc2)n1	0.2	1.0	-1.0	146.7	15	-3.0	0.0	-0.3	-3.0	135.2	130.7
COc1ccc(Nc2oc(COc3ccc(Cl)cc3)nc2C#N)cc1	2.6	-5.0	0.0	105.3	14	-6.0	-5.0	0.4	0.0	99.0	103.2
Cc1ccc(OCc2nnc(SCC(=O)Nc3cccc4ccccc34)n2-c2ccccc2)cc1	11.5	1.0	-7.0	96.7	15	-11.0	-1.0	3.5	-3.0	85.7	94.1
Cc1ccccc1Cn1ccc(NC(=O)c2cnn3cccnc23)n1	1.6	0.0	-2.0	99.7	12	-1.0	0.0	0.4	0.0	99.8	102.6
CC(=O)Cc1ccccc1OCC(=O)O	-0.8	2.0	-3.0	104.5	26	-6.0	3.0	0.0	-9.0	106.3	101.6
CC(C)(C)NC(=O)C(=O)N/N=C/c1ccc(F)cc1	0.0	-8.0	-5.0	100.5	9	-2.0	-15.0	0.1	-1.0	102.0	100.9
CC(=Nc1ccccc1)C1=C(O)CC(C)(C)CC1=O	1.4	-4.0	0.0	93.5	14	1.0	-2.0	0.7	-4.0	98.8	100.6
OC(COc1ccc2ccccc2c1)CN1CCOCC1 (stereo not given)	-2.1	-6.0	-13.0	105.6	27	-17.0	-11.0	-0.3	-16.0	100.5	98.6
COc1ccc(N(CC(=O)NCCC2=CCCCC2)S(=O)(=O)c2ccc(C)cc2)cc1	11.2	-1.0	-5.0	u	17	-2.0	-3.0	6.4	-7.0	97.7	97.3
Cc1ncc([N+](=O)[O-])n1Cc1ccc(Br)cc1	1.0	0.0	0.0	100.6	13	-2.0	-2.0	0.0	-1.0	101.6	98.9
CCOC(=O)C(C#N)c1ccccn1 (stereo not given)	2.0	3.0	0.0	99.0	15	3.0	3.0	0.7	-1.0	102.8	101.0
CC1(C)OC2OC(COC(=O)c3ccc([N+](=O)[O-])cc3)C3OC(C)(C)OC3C2O1 (stereo not given)	7.7	-8.0	-8.0	103.0	14	-7.0	-12.0	0.6	-7.0	97.7	100.5
COC(=O)c1ccc(NC(=O)NCCCl)cc1	2.5	-2.0	-2.0	95.8	11	-4.0	-2.0	0.4	-6.0	96.6	99.0
CCOC(=O)Cc1nnc2c(Nc3ccc(Cl)cc3)nc3nonc3n12	51.5	-2.0	-6.0	97.5	35	-11.0	-9.0	-2.1	-12.0	83.5	70.6
O=C(O)CC(NC(=O)C12CC3CC(CC(C3)C1)C2)c1ccc(OC2CCCC2)cc1 (stereo not given)	3.0	0.0	-3.0	102.8	11	-1.0	-1.0	0.3	-5.0	100.3	102.6
Cc1cccc(OCc2nnc(SCC(=O)N(C(C)C)C(C)C)n2Cc2ccco2)c1C	8.4	5.0	1.0	112.8	29	1.0	3.0	4.6	4.0	122.3	119.9

Full records, quoted from the list. Screens in order: ABCG2 inh, Bcl-W Bim block, Bcl-B Bim block, RGS7-Gao reg, GSH fluor, Bim-Bcl-2, Bim-Bcl-XL, ABCB1 inh, Bfl-1 Bim block, RGS8-Gao, RGS4-Gao reg
CC(=O)NC1=NN(C(C)=O)C(C)(c2ccc(Cl)s2)S1 (stereo not given) is listed as 0.5, -3.0, 0.0, 97.0, 23, -21.0, -8.0, 0.5, 2.0, 93.0, 99.7
CC(=O)Cc1ccccc1OCC(=O)O is listed as -0.8, 2.0, -3.0, 104.5, 26, -6.0, 3.0, 0.0, -9.0, 106.3, 101.6
